Bioassay records deposited in PubChem BioAssay by Southern Research Specialized Biocontainment Screening Center.
VEEV TC-83 Vero: inhibitors of VEEV TC-83 cytopathic effect, confirmation, Vero cells (AID 588727); Vero cells, VEEV TC-83 cytopathic effect inhibition; higher % means a stronger effect; inhibition, % at 20 µM; hits with a dose series show IC50 in µM; actives 0.13% (n = 350,000); in the data active means a potency from the dose series; inconclusive means inhibition mostly from about 14% at the one dose, without a potency; inactive means the rest, 99 in 100 with inhibition below about 12%; further: strong numbers were not always called active
Salmonella PhoP GFP: PhoP regulon inhibitors, Salmonella typhi PhoP promoter GFP reporter, confirmatory (AID 1850); inhibition, % at 50 µM, or IC50 in µM where a hit was titrated; actives 0.33% (n = 310,000); Salmonella Typhi PhoP-promoter GFP reporter, fluorescence, 4 h; higher % means a stronger effect; in the data active means a potency from the dose series; inconclusive means inhibition mostly from about 25% at the one dose, without a potency; inactive means the rest, 99 in 100 with inhibition below about 19%;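 further: 0% = induced wells with vehicle and 100% = uninduced wells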
M. tuberculosis HTS: M. tuberculosis growth inhibition, HTS (AID 449762); M. tuberculosis H37Rv growth inhibition, 7H9 media; higher % means a stronger effect; one-dose inhibition, % at 25 µM; IC50 in µM for titrated hits; actives 0.59% (n = 330,000); in the data active means a potency from the dose series; inconclusive means inhibition above about 70% without an active follow-up result;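 further: bacterial growth assessed after seven days of incubation; strong numbers were not always called active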
M. tuberculosis: growth inhibition of non-replicating M. tuberculosis (AID 488890); actives 0.39% (n = 320,000); Mycobacterium tuberculosis non-replicating, growth inhibition; higher % means a stronger effect; one-dose inhibition, % at 25 µM; IC50 in µM for titrated hits; in the data active means a potency from the dose series; inconclusive means inhibition mostly from about 82% at the one dose, without a potency; inactive means the rest, 99 in 100 with inhibition below about 76%;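 further: plate controls were DMSO cells for no effect and high antibiotic wells for full effect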
H1N1 NS1A inhibition: H1N1 influenza NS1A inhibitors, functional cell based assay (AID 504329); NS1A functional cell-based assay, percent inhibition; higher % means a stronger effect; one-dose inhibition, % at 12.5 µM; IC50 in µM for titrated hits; actives 0.3% (n = 340,000); in the data active means a potency from the dose series; inconclusive means inhibition above about 27% without an active follow-up result; further: strong numbers were not always called active
VEEV TC-83 Vero 10K pilot screen: recorded beside VEEV TC-83 Vero, whose call it bears; inhibition, %; measured here: 10K pilot screen inhibition
Starred values were filed as active, the others as inactive; i = inactive; ? = inconclusive; / = no result given.

SMILES	VEEV TC-83 Vero	Salmonella PhoP GFP	M. tuberculosis HTS	M. tuberculosis	H1N1 NS1A inhibition	others
CSc1nc(=O)n2cccc(C)c2n1	0.4%	2%	0%	15%	-10%
Cc1nn(-c2ccccc2)c(-c2ccccc2[N+](=O)[O-])c1C(=O)O	0.7%	-3%	13%	-3%	/
O=c1/c(=C/c2ccc([N+](=O)[O-])cc2)sc2n1CCCN=2	i	-1%	-2%	0%	1%
CCn1nc(C)c(Br)c1-c1nc(-c2cccc(C)c2)no1	2.5%	-7%	0%	13%	/
CC(C)c1ccc(OCC(=O)NC2CCCC2)cc1	1.3%	0%	-2%	?	-9%
O=C(NCc1cccnc1)NC1(c2ccccc2)CC1	0.1%	-10%	-6%	/	-6%
COc1ccccc1N1CCN(C2CC(=O)N(c3ccc(Cl)cc3)C2=O)CC1 (stereo unspecified)	0.5%	-8%	4%	66%	-7%
O=C(NCC(c1cccs1)N1CCOCC1)c1cc(-c2ccc(F)cc2)nc2ccccc12 (stereo unspecified)	9.3%	-11%	?	32%	8%
CCOC(=O)C1(c2ccccc2)CCN(CC(=O)Nc2ccc(C)cc2)CC1	0.1%	7%	15%	23%	0%
CC(C)(C)n1nnnc1C(c1cc2cc3c(cc2[nH]c1=O)OCCO3)N1CCSCC1 (stereo unspecified)	i	-12%	-4%	9%	-13%
COc1ccc(CCNC(=O)c2ccccc2SC)cc1	1.6%	2%	0%	1%	-3%
Cc1cccc(C(=O)Oc2ccc(/C=N/NC(=O)c3ccc(O)cc3)cc2)c1	4.0%	1%	-2%	22%	0%
COC(=O)c1ccc(NC(C(=O)OC)C(C)C)c([N+](=O)[O-])c1 (stereo unspecified)	0.3%	0%	-4%	-1%	8%
COC(=O)[C@@H](N)Cc1ccc(O)cc1	/	7%	-8%	3%	/
CCn1ncc(/C=C/C(=O)C2CC2)c1C	1.4%	-7%	-7%	38%	3%
Cc1cc(=O)oc2cc(NC(=O)c3ccccc3OC(F)F)ccc12	1.4%	-8%	2%	7%	2%
COC(=O)C(Cc1c[nH]c2ccccc12)NC(=O)C(=O)c1c[nH]c2ccccc12 (stereo unspecified)	3.3%	0%	15%	16%	3%
O=C(c1cc2ccccc2o1)N1CCN(Cc2ccc3c(c2)OCO3)CC1	0.7%	-10%	66%	?	-9%
CC(C)(C)NC(=O)C1CCCN(S(=O)(=O)c2cccc3cccnc23)C1 (stereo unspecified)	0.7%	-9%	-6%	13%	0%
CCOC(=O)C1=C(C)N=c2s/c(=C/c3ccc(OCC(=O)O)cc3)c(=O)n2C1c1ccc(F)cc1 (stereo unspecified)	8.7%	-8%	-1%	10%	-1%
NC(=O)c1cccn1-c1ncc(C(F)(F)F)cc1Cl	1.0%	14%	6.8µM*	66%	0%	VEEV TC-83 Vero 10K pilot screen=0.9
COC(=O)c1cccc(N/C=C(\[N+](=O)[O-])S(=O)(=O)c2ccccc2)c1	i	0%	3%	-7%	1%
Cc1ccc(C)c(OCCC(=O)OCC(=O)NC(=O)NC2CCCC2)c1	0.2%	6%	31%	53%	2%
c1ccc(C2=NNC(=NC3CC3)SC2)cc1	0.2%	11%	3%	5%	-9%
O=S(=O)(Nc1ccc(N2CCOCC2)cc1)c1ccc2ccccc2c1	2.4%	8%	11%	6%	4%
O=C(NCc1cccnc1)c1cc(C(=O)C2CC2)c[nH]1	0.6%	2%	-3%	8%	-10%
Cc1cc(NC(=O)Nc2cccc3ccccc23)no1	0.6%	3%	-8%	17%	3%
COc1cc(C(=O)Sc2ccc(C)cc2)cc(OC)c1OC	6.7%	2%	3%	65%	-9%
CCOC(=O)N1CCC(NC(=O)C2CCCN(Cc3nc(-c4cccc(Cl)c4)oc3C)C2)CC1 (stereo unspecified)	1.4%	-4%	-2%	18%	4%
O=C1NC(=O)C2(Cc3ccccc3N3CCCC32)C(=O)N1Cc1ccccc1 (stereo unspecified)	i	-1%	-4%	54%	-1%
O=C(CCNC(=O)c1ccc(Br)cc1)Nc1cc(Cl)ccc1-n1cncn1	6.1%	-1%	0%	8%	-1%
COc1ccc(NC(=O)CSc2nnc(-c3ccoc3C)n2CCc2ccccc2)cc1	i	0%	3%	19%	3%
Cc1ccccc1-n1c(SCC(=O)N/N=C/C=C/c2ccccc2[N+](=O)[O-])nc2ccccc2c1=O	9.3%	2%	16%	32%	-8%
Cc1ccc(NC(=O)CSCC(=O)Nc2ccc(N3CCOCC3)c(Cl)c2)cc1	7.5%	8%	-3%	22%	-3%
Cc1ccc2nc(SCC(=O)Nc3cccc([N+](=O)[O-])c3)[nH]c2c1	i	-2%	?	79%	4%	VEEV TC-83 Vero 10K pilot screen=2.7
CC(=O)S[C@@H]1CC2=CC(=O)CC[C@]2(C)[C@H]2CC[C@@]3(C)[C@@H](CC[C@@]34CCC(=O)O4)[C@H]12	5.7%	7%	3%	18%	3%

Ordered by length of the SMILES (ascending): 3 of the compounds above.
SMILES	VEEV TC-83 Vero	Salmonella PhoP GFP	M. tuberculosis HTS	M. tuberculosis	H1N1 NS1A inhibition	others
Cc1ccc(NC(=O)CSCC(=O)Nc2ccc(N3CCOCC3)c(Cl)c2)cc1	7.5%	8%	-3%	22%	-3%
CCOC(=O)N1CCC(NC(=O)C2CCCN(Cc3nc(-c4cccc(Cl)c4)oc3C)C2)CC1 (stereo unspecified)	1.4%	-4%	-2%	18%	4%
CC(=O)S[C@@H]1CC2=CC(=O)CC[C@]2(C)[C@H]2CC[C@@]3(C)[C@@H](CC[C@@]34CCC(=O)O4)[C@H]12	5.7%	7%	3%	18%	3%

Carrying on.
SMILES	VEEV TC-83 Vero	Salmonella PhoP GFP	M. tuberculosis HTS	M. tuberculosis	H1N1 NS1A inhibition	others
COC(=O)C1C(=O)c2c(n[nH]c2C)CC1(C)C (stereo unspecified)	2.8%	2%	-10%	-8%	-4%
O=C1CC2CS(=O)(=O)CC2N1c1ccc(Cl)cc1Cl (stereo unspecified)	0.2%	15%	-3%	-18%	-6%
Cc1cccc(CSc2nnc(-c3cccs3)n2Cc2ccco2)c1	2.1%	-5%	-1%	20%	4%
O=C(CNC(=O)c1cc(S(=O)(=O)N2CCCCC2)ccc1N1CCOCC1)Nc1ccc(F)c(F)c1	0.7%	-1%	2%	-20%	1%
Cc1ccc(CN(c2ccc(C(=O)N3CCCC3)cc2)S(C)(=O)=O)cc1	2.6%	7%	?	?	6%
CC(C)[C@H](NC(=O)[C@@H]1Cc2ccccc2CN1)C(=O)NC1CCCCC1	1.6%	4%	-4%	4%	10%
CCOC(=O)C1=C(SCC(=O)Nc2ccccc2)NC(=O)C(C#N)C12CCCCC2 (stereo unspecified)	0.3%	4%	-2%	17%	-11%
O=C(Nc1ccccc1N1CCCC1)c1ccc2c(c1)OCO2	5.7%	2%	37%	35%	-4%
CCOc1cc(C)c(Cl)cc1S(=O)(=O)NCc1ccco1	6.0%	-3%	0%	-1%	-3%
COCc1cc(C)nc(OCC(=O)N/N=C/c2ccco2)c1C#N	1.0%	-2%	-6%	-10%	-3%
C/C(=N\OC(=O)c1ccc(OC(C)C)cc1)c1ccc(C)c(C)c1	1.8%	0%	70%	?	-6%
O=C(OCC(=O)N1CCN(C(=O)c2ccco2)CC1)c1ccc(S(=O)(=O)N2CCCCC2)cc1	1.7%	0%	0%	-7%	0%
CCC1CCCCN1C(=O)CSc1nnc(-c2c[nH]c3ccccc23)o1 (stereo unspecified)	4.7%	-4%	0%	18%	0%
C=CCn1c(C)cc(C(=O)Cn2nc(C(=O)O)c3ccccc3c2=O)c1C	1.7%	1%	-8%	14%	-8%
CCCCC(=O)Nc1nc2ccc(C(=O)OC)cc2s1	4.3%	-2%	14%	79%	7%
CCC(C)c1ccccc1NC(=O)COC(=O)c1ccc(N2CCCC2)c([N+](=O)[O-])c1 (stereo unspecified)	1.5%	0%	-8%	9%	-5%
COc1ccc(C(=O)Nc2c3c(nn2C(C)(C)C)CS(=O)(=O)C3)cc1OC	0.4%	-1%	-6%	-3%	-8%
COc1ccccc1N(CC(=O)NC1CCCC1)S(=O)(=O)c1ccc(C)cc1	i	9%	-3%	0%	5%
Cc1nn(-c2ccc(F)cc2)c(Cl)c1C(=O)NCC1CCCO1 (stereo unspecified)	0.8%	/	6%	-4%	4%
O=[N+]([O-])c1cccc(N(CC(O)CN2CCCCC2)S(=O)(=O)c2ccccc2)c1 (stereo unspecified)	i	-5%	8%	-10%	5%
CCN1C(=O)/C(=C2\SC(=S)N(NC(=O)c3ccccc3O)C2=O)c2ccccc21	1.5%	-5%	7%	-24%	-6%
CCc1c(C)sc2nc3c(C(=O)N4CCOCC4)cc(C(=O)c4ccccc4O)cn3c(=O)c12	11%	16%	51%	36%	11%
COc1ccc(CCNC(=O)CNCC(c2ccccc2)N(C)C)cc1OC (stereo unspecified)	i	-5%	5%	1%	-7%
Cc1ccc(CSc2ncccc2C(=O)O)cc1	0.8%	-2%	3%	10%	-9%
O=C(CSCCc1ccccn1)Nc1cccnc1	0.5%	1%	-4%	8%	3%
COC(=O)CCc1sc(Nc2ccc(Br)cc2)nc1-c1ccc(OC)cc1	5.8%	-8%	26µM*	73%	2%
CCOc1ccccc1CN1CCC(n2nccc2NC(=O)C2CCCC2)CC1	i	-6%	0%	25%	-3%
Cc1ccc(C2CC(C(F)(F)F)n3nc(C(=O)NCCN4CCOCC4)cc3N2)cc1 (stereo unspecified)	3.9%	-7%	7%	-2%	10%
Cc1ccc(NC(=O)c2ccc(OC(=O)COc3ccc(Cl)cc3C)cc2)cc1	1.4%	2%	2%	68%	1%
CCOCCCNC(=O)CCCOc1ccccc1	2.1%	6%	-4%	15%	-2%
C/C(=N\NC(=O)c1cccc(C)c1)c1cccc(NC(=O)c2ccco2)c1	3.4%	-1%	9%	16%	-3%
O=C(c1ccc(F)cc1)N1C2CCC1CC(O)(c1ccc(F)cc1)C2 (stereo unspecified)	3.0%	-14%	-9%	0%	14%
Cc1cnnn1-c1cccc([N+](=O)[O-])c1	0.7%	-2%	4%	-9%	-20%
CCOc1ccc(-n2nc3c(=O)[nH]nc(C)c3c2C)cc1	0.4%	3%	3%	4%	-21%
CC(=O)Nc1ccc(Oc2ccc3c(c2)C(=O)NC3=O)cc1	0.6%	-3%	-6%	2%	0%
COC(=O)CC(c1ccccc1F)N1Cc2ccccc2C1=O (stereo unspecified)	i	-3%	-5%	-14%	-1%
COc1ccc(N/C=C/C(=O)c2ccc(Oc3ncccn3)cc2)cc1	0.7%	4%	?	/	-3%
O=S(=O)(c1ccsc1)N1CC=C(c2ccccc2)CC1	0.9%	-5%	1%	46%	2%
CCC(C)NC(=O)CSc1nc2ccccc2c(=O)n1Cc1ccc(OC)cc1 (stereo unspecified)	2.3%	-17%	-9%	-4%	-3%
CC(C)(C)OC(=O)N/N=C/c1ccc(C(=O)O)cc1	0.4%	-2%	-4%	-10%	-8%
CC(Cc1cccnc1)NC(=O)c1cc(COc2c(F)cccc2F)on1 (stereo unspecified)	2.2%	-11%	1%	9%	-8%
COc1cccc(N2CCN(CC(=O)NC(=O)NC3CCCCC3)CC2)c1	0.7%	/	/	/	-3%
NC(=O)COc1cccc2cccnc12	1.7%	-2%	-17%	-6%	4%
Cc1cc2oc(=O)cc(CN(C)Cc3ccc(OC(F)F)cc3)c2cc1Cl	0.3%	6%	0%	13%	4%
COc1cccc(-n2ccnc2SCC(=O)N2CCc3ccccc32)c1	5.4%	9%	-13%	12%	-2%
Cc1cc(OCC(=O)Nc2ccc(CN3CCOCC3)cc2)ccc1Cl	6.0%	-4%	1%	57%	6%
COc1ccc(NC(=O)CSc2ccc3nnc(-c4ccccn4)n3n2)c(OC)c1	0.9%	0%	6%	-3%	16%
Cc1ccccc1OCCSCc1nc2ccccc2[nH]1	0.7%	2%	8%	75%	0%
O=C(N=Nc1c(O)[nH]c2ccccc12)c1cccc(S(=O)(=O)N2CCCCC2)c1	3.5%	-1%	-4%	-12%	2%

Retrieved one by one from the entries so far, three records:
SMILES	VEEV TC-83 Vero	Salmonella PhoP GFP	M. tuberculosis HTS	M. tuberculosis	H1N1 NS1A inhibition	others
NC(=O)COc1cccc2cccnc12	1.7%	-2%	-17%	-6%	4%
Cc1ccccc1OCCSCc1nc2ccccc2[nH]1	0.7%	2%	8%	75%	0%
O=S(=O)(c1ccsc1)N1CC=C(c2ccccc2)CC1	0.9%	-5%	1%	46%	2%
